Insulin prom up: MIN6 insulin promoter up-regulation | 190,000 compounds, 0.3% hits | z-score at 5 µM | MIN6 insulin promoter-GFP reporter, high-content imaging; hits give high values;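 active = z-score above 3 at 5 µM with at least 500 cells counted in the well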
Dynein transport: blocks dynein driven cargo transport along microtubules; 3617.4 mouse cells, GR-EGFP nuclear translocation imaging; test concentration mostly 20 µM; stimulated with dexamethasone, 1 µM; hits give low values; z-score, hits read low; 220,000 compounds, 0.47% hits; AID 1381;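 active = plate z-score of nuclear minus cytoplasmic receptor signal below a set negative limit, without overly bright fluorescence or cell loss, cut at about -3.5 in these data, passing the limit was not always enough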;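 note: z-score of nuclear minus cytoplasmic ring GR-EGFP intensity difference per well; some compounds called inactive have numbers as strong as hits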
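Buffer or medium: Induction medium lacking tetracycline, stripped serum | Also added: Dexamethasone agonist, 1.0 µM final, for 30 min | Timing: 48 h induction, 1 h compound, 30 min dex at 37 °C | Detection: Formaldehyde fixation, Hoechst nuclear stain, 10x automated fluorescence imaging | Measure: Nuclear versus cytoplasmic GR-EGFP signal, averaged per well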
CSM14.1 death rescue: rescue of cells from ER stress-induced death, primary screen, 384-well, CSM14.1, thapsigargin, ATP luminescence (AID 1222); CSM14.1 thapsigargin-induced death rescue, ATP luminescence; higher % means a stronger effect; one-dose cellular ATP content (survival), % at 20 µM; EC50 in µM for titrated hits; 190,000 tested, under 10 active;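 active = EC50 below 50 µM in the dose-response confirmation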;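 note: death triggered by thapsigargin at about 15 µM added after 2 h compound pretreatment; cell ATP read after overnight thapsigargin exposure of roughly 18 to 22 hours; normalized against plate controls of thapsigargin alone and 5% DMSO vehicle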
WT yeast gro inh: growth inhibition of WT yeast, mitochondrial fusion screen; mitochondrial fusion phenotypic screen, WT strain; inhibition, % at 10 µM; 190,000 compounds, 2.1% hits; AID 1362; in the data active = inhibition above about 58%; tested in S. cerevisiae
b-catenin transl: beta-catenin nuclear translocation modulation; HeLa beta-catenin nuclear translocation, immunofluorescence imaging; nuclear translocation activity, % at 5 µM; 190,000 compounds, 0.3% hits; AID 1665;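 active = nuclear translocation activity above 50% at 5 µM, with a well cell count of 50 or more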;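 note: per-cell ratio of nuclear to cytoplasmic median beta-catenin stain intensity; plate controls were DMSO negative control for no effect and GSK-3 inhibitor IX positive control for full effect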
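Technique: fluorescence imaging of beta-catenin antibody stain plus DAPI / Material: human HeLa cell line / Incubation: compound treatment 24 h, 37°C, 5% CO2 / Read-out basis: % activation of per-cell nuclear versus cytoplasmic median beta-catenin signal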
XIAP displacement: small molecules displacing peptide from XIAP – biochemical, IAP family, fluorescence polarization (AID 1018); XIAP BIR domain, fluorescence polarization peptide displacement; higher % means a stronger effect; one-dose displacement, % at 20 µM; IC50 in µM for titrated hits; 200,000 compounds, 0.007% hits; in the data active = displacement above about 50%; note: a part of the inactive calls stands beside numbers as strong as those of hits
MT stabilizer: microtubule stabilization, imaging screen. % tubulin-high responders, % at 10 µM. AID 2205. 200,000 compounds, 0.83% hits. HeLa tubulin immunostaining HCS, 24 h; share of cells brighter than vehicle mean+2SD;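 active = plate Z-score above 3 for both tubulin-high and condensed-nucleus cell shares, with cell loss under 80%, at 10 µM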;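 note: anti alpha tubulin signal scored within the nucleus-defined area of each cell; some results filed as inactive read as strong as hits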
Autophagy mod: autophagy modulation, high-content screen | MEF GFP-LC3 puncta imaging; test concentration mostly 10 µM | calls only at 10 µM (by protocol) | 190,000 compounds, 0.98% hits | AID 463193;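 active = percentage of spot-positive cells more than 3 SD above its plate mean, without a fluorescence outlier flag or 80% toxicity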;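 note: spot-positive cell cutoff set from DMSO-treated cells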
Lipid droplet: modulators of hepatic lipid droplet formation; 240,000 compounds, 0.4% hits; inhibition, % at 6.5 µM; AID 1656; AML12 mouse hepatocytes, oleate lipid droplets, BODIPY imaging;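 active = lipid droplet intensity inhibited by at least 50%, with more than 500 cells counted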
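material = mouse AML12 hepatocyte cell line, fixed after treatment | also added = 100 µM oleic acid challenge | doses = compound at 6.5 µM only | schedule = overnight exposure | technique = Image-based BODIPY and DAPI two-channel analysis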
WT yeast gro inh mutant strain: also measured in WT yeast gro inh; calls as there; inhibition, %; mitochondrial fusion phenotypic screen, mutant strain inhibition
Dynein transport cytoplasmic EGFP: recorded beside Dynein transport, whose call it bears; z-score; measured here: cytoplasmic GR-EGFP intensity; hits give high values
Dynein transport nuclear GR-EGFP: second read-out of Dynein transport, no call of its own (marks repeat the call); z-score; measured here: nuclear GR-EGFP intensity;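 lower value marks the stronger effect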
Dynein transport cell count: recorded beside Dynein transport, whose call it bears; z-score; measured here: cell count per field
Insulin prom up cell count: further read-out of Insulin prom up, marked with its call; cell count; measured here: cytotoxicity, nuclei count;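 total cells summed across four imaged fields per well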
Lipid droplet cells 6.5 µM: further read-out of Lipid droplet, marked with its call; cell count; measured here: cell count, cytotoxicity flag;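 cells counted across two imaged fields per well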
b-catenin transl cell count 5 µM: recorded beside b-catenin transl, whose call it bears; cell count; measured here: cell count, cytotoxicity flag
MT stabilizer Hoechst-high %: also measured in MT stabilizer; calls as there; % Hoechst-high responders; measured here: nuclear condensation Hoechst responders;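 share of cells brighter than vehicle mean plus two SD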
MT stabilizer cytotoxicity %: also measured in MT stabilizer; calls as there; toxicity, %; measured here: cytotoxicity by cell density;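 0% = mean cell density of plate MIN control wells and 100% = no cells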
Autophagy mod cell loss 18 h: further read-out of Autophagy mod, marked with its call; toxicity, %; measured here: cell loss, nuclei count;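 cell loss after 18 h compound exposure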
Starred values were filed as active, the others as inactive; i = inactive; . = no result given.

molecule	Dynein transport nuclear GR-EGFP	Insulin prom up cell count	Dynein transport	XIAP displacement	Autophagy mod	Lipid droplet cells 6.5 µM	MT stabilizer Hoechst-high %	WT yeast gro inh	WT yeast gro inh mutant strain	Dynein transport cytoplasmic EGFP	Lipid droplet	Insulin prom up	b-catenin transl	MT stabilizer cytotoxicity %	MT stabilizer	Autophagy mod cell loss 18 h	Dynein transport cell count	CSM14.1 death rescue	b-catenin transl cell count 5 µM
C=CCOC(=O)C1=C[C@H](C2CC2)[C@@H](CCCO)[C@H](OCC)O1	-0.36	1311	-1.2	-7.8%	i	665	1.4	-11	-6	-0.23	-3	0.36	-2.5	2.4	2.2	16	0.01	6.9%	1095
CS(=O)(=O)N(CC(=O)Nc1ccccc1C(=O)N1CCOCC1)c1ccccc1	-0.047	.	-0.68	-2.8%	i	750	1.2	2	-6	-0.2	-4	.	-2.0	3.0	3.0	3	-1.1	-1.7%	501
O=C(Nc1cccc(Cl)c1)c1csc(-c2ccccc2)n1	-0.03	1686	-0.42	-3.5%	i	635	1.6	61*	37*	-0.17	12	-0.99	2.5	11	1.3	6	0.00066	-1.6%	961
COC(=O)C1CCN(S(=O)(=O)Cc2ccccc2)CC1	0.023	1208	-0.37	-4.6%	i	736	3.3	-11	-2	-0.2	36	-0.61	-4.5	9.6	5.8	11	-0.32	-0.8%	1221
O=C(OCn1ncc(Cl)c(Cl)c1=O)c1ccccc1Cl	-1.9	.	-3	-0.7%	i	.	1.3	14	11	0.59	.	.	.	6.8	1.9	1	0.79	-8.1%	.
CC1CCCC(C)N1c1nnc(NC(=O)c2cc(-c3ccc(Br)cc3)on2)s1 (stereo not drawn)	0.2	1010	-0.15	-3.4%	i	.	1.4	53	18	-0.17	.	-0.71	-6.5	5.9	6.2	6	-0.23	3.1%	1160
O=C(COC(=O)CCc1nc2ccccc2n1-c1ccccc1)Nc1cccc(Cl)c1	0.093	1465	0.14	-2.2%	i	821	3.0	8	-3	-0.23	30	-0.06	-5.0	12	4.3	-12	0.41	5.2%	568
CCCOC(=O)c1ccc(NC(=O)C(CC)CC)cc1	-0.12	1386	-0.028	-8.2%	i	589	2.3	15	-17	-0.24	2	0.08	0.0	1.4	2.7	4	0.29	0.0%	999
Cc1oc(-c2ccc(F)cc2)cc1-c1nn2c(-c3ccoc3C)nnc2s1	.	1127	.	-3.7%	.	.	.	.	.	.	.	0.31	-0.2	.	.	.	.	0.0%	996
CN1CCN(NC(=O)CN2C(=O)S/C(=C\c3c(Cl)cccc3Cl)C2=O)CC1	0.23	1399	0.38	-7.0%	i	715	2.0	-11	10	-0.26	-5	2.4	-2.8	8.6	2.3	-17	0.22	0.3%	1039
CCOC(=O)c1ccc(NC(=S)NCc2ccco2)cc1	-0.1	1271	-0.078	.	.	744	.	.	.	-0.052	-3	-0.68	-1.2	.	.	.	-0.35	.	1277
COc1ccc2cc(C(c3nnnn3C3CCCC3)N3CCCCCC3)c3nnnn3c2c1 (stereo not drawn)	-0.19	1326	-0.46	-2.4%	i	722	4.1	4	7	-0.26	0	0.18	-2.1	2.5	7.9	11	0.49	0.9%	1215
N/C(=N\OC(=O)c1ccc(Cl)cc1)c1[nH]ncc1Br	0.26	1008	-0.37	.	.	624	.	.	.	-0.2	-1	0.3	0.3	.	.	.	-0.13	.	1328
COc1cc(C2N(c3ccccc3)CCN2c2ccccc2)ccc1OC(C)=O	0.87	1107	0.59	-3.7%	i	.	1.4	13	4	-0.24	.	0.67	-0.3	8.7	2.6	27	-0.7	1.1%	1138
NS(=O)(=O)c1cccc(NC(=O)COC(=O)CCSc2ccccc2)c1	-0.55	1461	-0.88	0.0%	i	661	3.9	-5	2	-0.32	13	-0.08	-3.3	6.5	3.6	-14	0.27	-1.1%	548
CN(CCc1ccccn1)Cc1ccc(Cl)cc1	0.18	1113	0.025	-6.1%	i	782	1.4	14	3	-0.25	17	-0.51	1.3	5.9	1.4	-1	-0.91	6.8%	1188
O=C(COC(=O)CNC(=O)c1cccc([N+](=O)[O-])c1)Nc1ccccc1OC(F)F	-0.099	1229	-0.11	-1.0%	i	773	2.1	3	1	-0.27	-6	0.17	-3.0	13	4.6	-7	0.97	2.9%	491
CC(C)OC(=O)c1cccc(C(=O)Nc2cccc(NC(=O)c3cccc(C(=O)OC(C)C)n3)n2)n1	0.4	1293	0.32	-4.2%	i	682	2.3	1	-10	0.43	-16	-0.42	.	6.5	2.8	24	-0.26	-1.4%	.
S=C(Nc1ccccc1)Nc1nc2ccccc2n1CCOc1ccc(Cl)cc1	1.7	1442	3.9	2.4%	i	678	14	2	-3	-0.12	1	-0.13	1.2	19	11	-3	-1.1	-0.3%	1108
CCCCC(=O)Nc1nc(C)c(-c2csc(Nc3cc(Cl)ccc3OC)n2)s1	0.54	1220	0.51	-6.4%	i	.	1.7	6	-2	-0.2	.	-1.3	6.1	2.2	2.9	6	0.53	-1.1%	772
CC1CCc2c(sc(NC(=S)NC(=O)c3ccccc3)c2C#N)C1 (stereo not drawn)	-0.093	862	-1.4	.	.	650	.	.	.	-0.24	-3	1.1	1.2	.	.	.	0.28	.	1410
N#C/C(=C(/O)COc1ccc(Cl)cc1)c1nc2ccccc2s1	0.76	1566	0.15	-1.5%	i	659	2.0	26	11	-0.29	5	-0.24	-2.9	3.3	4.7	3	-1.5	-1.1%	1073
COc1ccc(C(=O)NN(C)c2nc(C(F)(F)F)nc3ccccc23)cc1	1.4	782	1.5	-5.5%	i	650	46	-17	13	-0.3	-10	-2	158*	39	8.0	84	-1.6	-2.0%	279*
O=C(NCc1cccs1)C(=O)NCC(c1ccco1)N1CCN(c2ccccc2F)CC1 (stereo not drawn)	0.13	1303	0.56	-1.0%	i	678	1.8	16	-16	-0.26	-6	-0.76	-0.1	9.0	1.5	-5	-0.87	.	1122
Cc1ccc(NC(=O)/C(=C\C=C\c2ccccc2)NC(=O)c2ccccc2)cc1	0.24	2047	-0.6	-22%	i	630	1.3	16	18	0.5	-15	0.54	-2.6	11	2.7	30	1.1	-1.4%	1107
Cc1ccc(C)c(-c2cc(C(=O)Nc3cccc(C(=O)O)c3)c3ccccc3n2)c1	0.014	1492	-0.14	-2.9%	i	660	2.3	-9	-4	-0.26	-1	-0.87	-3.4	2.0	1.6	15	0.38	-1.3%	1045
CC1(C)C2CCC1(CS(=O)(=O)Nc1cccc(S(N)(=O)=O)c1)C(=O)C2 (stereo not drawn)	-0.17	1431	-0.27	.	.	740	.	.	.	-0.22	4	-0.06	-0.5	.	.	.	0.37	.	1090
O=C(CNC(=S)N(Cc1ccccc1F)C1CCCCC1)NCCN1CCOCC1	1.3	1110	1.6	-3.0%	i	696	2.4	1	-15	0.045	12	0.64	1.5	12	2.0	-2	-2.3	0.1%	972
CCOc1ccc(NC(=O)Nc2ccc(N(C)C(C)=O)cc2)cc1	-0.065	1254	-0.71	-2.8%	i	693	2.2	9	6	-0.19	15	0.18	-4.0	6.4	5.0	15	0.5	-3.0%	1217
O=S(=O)(NC1CCCC1)c1ccc(Br)s1	0.76	1149	-0.32	-4.2%	i	788	1.6	-2	11	1.8	8	-1.8	-2.3	15	3.0	2	1	-4.2%	1188
COc1ccc(N2C(=O)/C(=C/c3ccc([N+](=O)[O-])cc3)N=C2C)c(OC)c1	0.56	1249	0.6	-5.7%	i	721	1.3	6	-2	0.38	20	-0.99	1.9	1.0	0.9	-41	-0.72	.	1096

Rows are unselected; any-hit rate near 4%.
